Source: PubChem
All columns: NCI-60 one-dose screen, growth in % after 48 h at 10 µM unless noted; 100 = growth as untreated, 0 = no growth, -100 = all killed.
SN12C: SN12C renal cancer cells. 81,000 tested, 3.8% active
ACHN: ACHN renal cancer; 81,000 tested, 4.9% active
A498: A498 renal cancer cells | 76,000 tested, 5.4% active
CAKI-1: CAKI-1 renal cancer | 75,000 tested, 4.7% active | AID 1794772
TK-10: TK-10 renal cancer cells | AID 1794769 | 81,000 tested, 3.9% active
U251: U251 CNS tumor cells. 80,000 tested, 5.4% active
786-0: 786-0 renal cancer cells | 81,000 tested, 5.1% active | AID 1794775
RXF 393: RXF 393 renal cancer cells | 77,000 tested, 6.9% active | AID 1794773
UO-31: UO-31 renal cancer | 81,000 tested, 5.2% active | AID 1794768
The depositor's hits bear a star; nt = no result given; & = joins results of further samples. The calls were made as follows: active = growth percent below 10; inactive = the rest.

SMILES	SN12C	ACHN	A498	CAKI-1	TK-10	U251	786-0	RXF 393	UO-31
CCC(c1ccc(O)cc1)C(CC)c1ccc(O)cc1 (stereo not drawn)	92	89	110	74	105	86	88	99	89
CCCCC1COc2cccc3c2N1C=C/C3=C\C(=O)N(C)c1ccccc1Br (stereo not drawn)	95	101	106	97	108	111	96	108	82
Cc1ccc2oc(=O)c(S(=O)(=O)Nc3ccccc3)c(O)c2c1	98	101	106	88	110	99	101	nt	78
O=C1NCC2CCCC1C2 (stereo not drawn)	101	111	133	nt	101	112	100	103	93
CCN(CC)C(C)C(=O)c1ccc2cc(Br)c3ccccc3c2c1 (stereo not drawn)	90	93	80	99	119	78	85	87	83
CCOC(=O)C(C(=O)OCC)c1nc2sc3cc(Cl)c(Cl)cc3n2c(=N)c1C#N	102	100	132	103	164	103	110	97	81
Cc1cc(C(NC(=O)CCCCCNc2cccc3c2C(=O)N(C2CCC(=O)CC2=O)C3=O)c2cccc(N(C)C)c2)c(O)c2ncccc12 (stereo not drawn)	10	15	27	19	42	18	2.2*	32	8.8*
COc1ccc(C(C)=O)c2ccccc12	99	101	73	94	130	103	109	nt	88
c1ccc(CN2CCc3c(sc4ncnc(N5CCCCC5)c34)C2)cc1	102	102	nt	94	104	105	104	82	91
COc1cc(C2CC(c3ccc(Br)cc3)=NN2)cc(OC)c1OC (stereo not drawn)	81	100	113	86	103	91	78	86	77
CC1(C)C2CC=C(CCOC(=O)COc3cc(Cl)c(Cl)cc3Cl)C1C2 (stereo not drawn)	116	105	80	101	114	100	96	101	80
O=C(Nc1ccc2c(c1)sc(=O)n2Cc1ccc(Br)cc1)c1ccc(Nc2ccc(Cl)nn2)cc1	87	88	47	80	76	68	66	63	71
COc1ccc(Nc2scc3[n+]2CCC3)cc1	104	108	90	100	106	106	101	nt	99
COc1ccc(/C=C/c2nc3ccccc3nc2Nc2cccc(C)c2)cc1	93	98	118	73	173	96	97	109	78
CCOC(=O)Nc1nc2ccccc2[nH]1	35&95	53&103	42&117	41&94	65&111	26&96	39&99	66&118	51&95
N#Cc1c(-c2ccc(C(F)(F)F)cc2)cc(N2CC(O)C2)n2c1nc1ccccc12	72	43	-4.4*	72	64	40	21	21	54
COc1cc(NC(C)CCCN2C(=O)c3ccccc3C2=O)c2nc(C)ccc2c1OC (stereo not drawn)	92	100	98	nt	99	94	97	96	98
C=C(CBr)[C@@H]1CC[C@]2(C(N)=O)CC[C@]3(C)[C@H](CC[C@@H]4[C@@]5(C)CCC(=O)C(C)(C)[C@@H]5CC[C@]43C)[C@@H]12	65	72	125	61	109	76	98	88	50
O=C(c1ccc([N+](=O)[O-])cc1)N1CCN(c2ccnc3cc(Cl)ccc23)CC1	97	96	75	94	88	96	98	93	68
COc1cc(-n2cc(C#N)c(N)c2C(=O)c2ccc(Cl)cc2)cc(OC)c1OC	110	95	119	87	97	95	98	103	77
O=C(Nc1cccc(C(F)(F)F)c1)OC1CC2CC1C1CC3OC3C21 (stereo not drawn)	107	118	95	97	118	100	97	119	92
CCCCNC(=O)c1ccc(C)cc1	107	106	104	100	96	85	100	108	104
COC(CCCl)(CCCl)OC	101	102	106	96	108	94	110	106	89
COc1cccc(Oc2nc(Nc3ccc(N4CCOCC4)cc3)ncc2NC(N)=O)c1	93	93	82	82	92	98	95	97	89
NC(N)=NC(N)=NCc1ccco1	105	105	102	98	101	nt	120	137	82
OCCSCCCCCSCCO	108	100	81	91	98	91	108	106	74
O=C1CCC(c2c(O)cc(O)c3c(=O)c(O)c(-c4ccc(O)c(O)c4)oc23)N1 (stereo not drawn)	105	nt	92	nt	93	101	100	100	83
CCOC(=O)C(C(=O)OCC)c1cccc2ccccc12	99	104	79	nt	89	98	94	111	81
Nc1n[nH]c(CO)n1	102	97	102	nt	110	99	100	113	94
COc1ccc(-c2cc(-c3cc(OC)c(OC)c(OC)c3)c(C#N)c(=O)n2CCCCC(=O)Nc2ccccc2N)cc1	88	85	44	64	130	88	97	92	55
OCC1OCOC2COCOC12 (stereo not drawn)	95	104	93	102	108	94	105	90	104
NC(=S)c1cnccn1	91	107	89	103	102	92	108	102	96
O=C(Nc1ccccc1)OCCN1CCOCC1	99	101	95	103	101	102	105	113	82
CC(=O)N1CCC23C(=O)CC4C(=CCOC5CC(=O)N(c6ccccc62)C3C54)C1 (stereo not drawn)	104	101	nt	97	101	101	98	114	86
O=C(COc1cccc(/C=C2\CCc3ccccc3C2=O)c1)c1ccc(Cl)cc1	101	96	103	85	108	93	100	nt	14
CN(C)Cc1cc(C(C)(C)c2ccccc2)ccc1O	92	91	94	101	98	105	99	93	71
O=C(Cc1ccc(/C=C/C(=O)c2nccs2)cc1)Nc1ccc(F)cc1	103	110	95	nt	89	111	95	109	97
CN(C)C(CNc1oc(-c2cccc3ccccc23)nc1C#N)c1ccco1 (stereo not drawn)	103	91	107	nt	109	80	90	99	88
O=C1/C(=C\c2cn(C(=O)c3c(Cl)cccc3Cl)c3ccccc23)c2ccccc2N1C(=O)c1c(Cl)cccc1Cl	93	79	126	68	102	87	100	114	72
COc1cc(-n2nc(C(=O)Nc3ccc(C(=O)NO)cc3)nc2-c2ccccc2)cc(OC)c1OC	95	108	68	92	96	100	102	111	87
OCC(O)C(O)C(O)C(O)C(c1ccc(O)cc1)c1ccc(O)cc1 (stereo not drawn)	96	93	115	103	97	100	103	124	90
COc1ccc2c(c1)CCC1C2=CCC2C(=O)OC(=O)C21C (stereo not drawn)	98	105	102	90	93	101	99	110	87
O=C(CNc1ccc(-c2nc3ccccc3s2)cc1)Nc1ccc(F)cc1	95	94	93	95	112	89	103	115	71
N#Cc1ccc(-c2nn(-c3ccc(C(=O)O)cc3)cc2CNc2cc(Cl)cc(Cl)c2)cc1	51	55	103	63	111	33	36	nt	33
OCC(c1ccccc1)c1ccccc1	105	104	91	98	103	96	112	116	84
CCN1CCN(C2C(=O)NC(c3cccc([N+](=O)[O-])c3)c3sc4c(F)cccc4c32)CC1 (stereo not drawn)	98	93	100	82	152	105	115	124	64
COC(=O)C1CCCN(S(=O)(=O)/N=C2\NC(=O)NC2=C(Cl)Cl)C1 (stereo not drawn)	102	109	nt	102	75	95	102	121	92
C=C(C)COc1ccc(C)cc1	103	116	95	99	104	99	102	115	101
CCCCCCCCCC(CCCCCCCCC)NCc1ccccc1	92	98	91	85	103	95	101	87	78
OCCOc1cccc(OCCO)c1	100	105	92	95	92	100	97	116	93

Carrying on.
SMILES	SN12C	ACHN	A498	CAKI-1	TK-10	U251	786-0	RXF 393	UO-31
CC1(CNC(=O)C(=O)NCC2(C)CO2)CO1 (stereo not drawn)	86	86	90	77	101	81	95	92	81
COCCCNC1=C(C#N)C(=O)NC2(CCCC2)S1	98	98	85	96	106	98	101	102	89
COC(=O)C1=CC=COc2oc3cc(C)cc(O)c3c(=O)c21	107	nt	124	nt	87	95	104	109	76
Cc1nc(C)c(C(=O)NNC(=O)C[n+]2ccccc2)cc1C(=O)NNC(=O)C[n+]1ccccc1	101	97	93	100	104	101	101	115	93
C=CCOC(=O)Oc1ccc(Cl)cc1	97	108	nt	93	108	93	101	89	99
C#CCC(C)(O)/C=C/C1=C(C)CCCC1(C)C (stereo not drawn)	99	97	91	92	97	86	93	100	91
Cc1cc(N/N=C/c2ccccn2)nc2c(C)cccc12	101	68	65	96	82	92	52	71	72
O=C1CCCc2ccc3ccccc3c21	124	102	119	93	114	103	116	100	100
CCc1nc(C(N)=O)c(Nc2ccc(N3CCC(N4CCN(C)CC4)CC3)c(OC)c2)nc1NC1CCOCC1	29	29	-93*	20	25	32	10	-93*	4.7*
O=C(CNc1ccc(O)cc1)Cn1cc(COc2ccc(C=Nc3cnc4ccccc4c3)cc2)nn1	92	106	111	92	107	104	105	116	90
Fc1ccc(-c2ccnc3c2c(-c2ccccc2)nn3-c2ccccc2)cc1	101	111	96	100	104	101	103	119	103
CC(=O)O[C@]1(C)C[C@H](O)[C@]2(O)C=CO[C@H](O[C@@H]3O[C@H](CO)[C@@H](O)[C@H](O)[C@H]3O)[C@@H]21	101	108	110	102	96	100	93	109	91
O=c1c2ccccc2nc(-c2ccccc2)n1-c1cc(C(F)(F)F)cc(C(F)(F)F)c1	108	85	107	91	98	94	94	104	81
CCOc1ccc(N(C)c2ccc(/C=C/C3=[N+](C)c4ccccc4C3(C)C)cc2)cc1	3.0*	-96*	43	-2.9*	-16*	-83*	2.7*	36	3.7*
Clc1ccc(SSc2ccc(Cl)cc2)cc1	42&98	100&99	75&88	94&96	106&88	61&93	67&96	86&96	47&85
COc1cc(-c2ncc(-c3ccccc3)[nH]2)ccc1O	98	109	83	126	142	94	84	113	90
COc1cc2oc(-c3cccc(C(=O)N[C@@H](C)C(=O)O)c3)cc(=O)c2c(OC)c1OC	100	100	99	96	99	106	104	104	90
Cc1[nH]c2c3c(c(O)cc2c1CO)[C@H]1C[C@@H]2[C@@]4(C)CCC[C@@](C)(CO)[C@@H]4CC[C@@]32C=C1C(C)C	76	85	93	82	93	93	95	91	70
Cc1ccc(-c2ccnc3c(N=Nc4ccc(S(N)(=O)=O)cc4)c(N)nn23)cc1	101	105	75	96	95	97	88	101	90
CCC1C[N+]2=C(c3cc(OC)c(OC)cc3CC2)c2c1cc1n2CCc2cc(OC)c(OC)cc2-1 (stereo not drawn)	33	97	75	87	83	23	66	89	90
COC(=O)c1cc(OC)cc(OC)c1	91	97	79	98	96	100	101	114	89
CN1C(=O)/C(=C\c2c(Cl)cccc2Cl)c2ccccc21	95	97	55	68	89	88	84	85	75
Nc1nc(CN2CCc3ccccc32)nc2ccccc12	108	106	111	101	91	102	105	81	64
Clc1ccc(-c2csc(=Nc3ccccc3)n2-c2cccc(-n3c(-c4ccc(Cl)cc4)csc3=Nc3ccccc3)c2)cc1	98	101	116	91	114	89	107	92	82
CCCCCCN1C(=O)CN=C1Nc1ccc2cc3ccc(NC4=NCC(=O)N4CCCCCC)cc3nc2c1	27	68	104	nt	76	22	36	12	52
COc1ccc(-c2cc(C(=O)N=Nc3c(O)[nH]c4ccc(Cl)cc34)c3ccccc3n2)cc1OC	96	105	167	95	116	100	106	104	82
O=c1c2cccc3c(N4CCOCC4)ccc(c32)c2nc3ccccc3n12	88	91	101	70	72	91	98	131	66
Nc1nnc(-c2cc(=O)oc3ccc(Cl)cc23)o1	98	98	90	92	110	94	98	108	80
CCCCNC(=O)N1C(=O)CCN1C	102	107	92	91	93	99	109	115	95
CN(c1nc(CC(=O)N2CC[C@H](C(C)(C)O)C2)nc2sc3c(c12)CCCC3)C1CC1	95	nt	117	nt	102	101	91	106	84
CCN1CCN(c2ccc(NC(=O)Nc3ccc(-c4cc(C(=O)NC(C)C)c5ncccc5n4)cc3)cc2C(F)(F)F)CC1	-94*	-93*	-99*	-95*	-93*	-89*	-94*	-96*	-95*
COc1ccc(-c2cc(Cc3cc(OC)c(OC)c(OC)c3)c(=O)[nH]n2)cc1	91	96	85	82	101	80	85	93	74
Cc1ccc(C(C(=O)O)c2ccc(C)cc2)cc1	90	101	104	105	94	99	104	nt	97
O=Cc1ccc([N+](=O)[O-])[nH]1	98	103	nt	92	93	97	98	117	87
CSc1nnc2c3cc(Br)ccc3n(C)c2n1	101	95	111	81	nt	104	107	109	69
COc1ccc(-c2cn(Cc3cc4ccccc4s3)nn2)cc1OCCN1CCCCC1	82	89	-1.9*	79	90	75	69	44	37
CN1CCN(Cc2ccc(NC(=O)c3cncc(C#Cc4cnc5ccc(NCCO)nn45)c3)cc2C(F)(F)F)CC1	1.1*	8.5*	-94*	-3.8*	-16*	-20*	-18*	-74*	58
Clc1ccccc1CN1CCc2sccc2C1	95	91	83	81	94	84	83	79	56
